# GPR35 antagonists: GPR35 antagonists blocking zaprinast-driven arrestin recruitment, primary screen, imaging, U2OS, beta-arrestin-GFP, zaprinast agonist (AID 2058) | U2OS GPR35 beta-arrestin-GFP translocation imaging, zaprinast antagonism; higher % means a stronger effect | inhibition, % at 10 µM; hits with a dose series show IC50 in µM | actives 0.052% (n = 290,000);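 active = inhibition of at least 50% with at least 30 cells and total cytoplasm GFP at most 10,000,000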
# MgcRacGAP inhibition: MgcRacGAP GTPase-activating activity inhibitors, confirmation, biochemical, ADP Hunter fluorescence; MgcRacGAP-stimulated Rac1 GTP hydrolysis, ADP Hunter fluorescence; higher % means a stronger effect; GST-tagged Rac1 F28L mutant substrate; inhibition, % at 30 µM; hits with a dose series show IC50 in µM; actives 0.6% (n = 340,000); AID 624330;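 active = first-screen hits whose inhibition reached a set limit at any dose in the follow-up dose series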;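 also: fluorescence reports GDP produced by GAP-driven GTP hydrolysis; strong numbers were not always called active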
# GPR55 activation: GPR55 agonists via beta-arrestin recruitment, primary screen, imaging, U2OS cells, beta-arrestin-GFP redistribution (AID 1961). U2OS GPR55 beta-arrestin-GFP redistribution imaging; higher % means a stronger effect. one-dose activation, % at 10 µM; EC50 in µM for titrated hits. actives 0.048% (n = 290,000);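 active = activation above 40% with more than 50 cells counted in the well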;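 also: U2OS osteosarcoma cells stably expressing GPR55 and beta-arrestin-GFP; plate controls were DMSO negative control for no effect and LPI positive control for full effect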
# NTR1 ag: NTR1-driven beta-arrestin-GFP spot formation – imaging, U2OS cells, high content, primary screen (AID 493036). agonist mode. activation, % at 20 µM. actives 0.17% (n = 330,000);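 active = activation at or above 40% of the spot to cytoplasm intensity ratio, with at least 20 cells analyzed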;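 also: 0% = DMSO without peptide and 100% = 100 nM NTR1 peptide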
# Target sequence (P30989 whole entry, looked up): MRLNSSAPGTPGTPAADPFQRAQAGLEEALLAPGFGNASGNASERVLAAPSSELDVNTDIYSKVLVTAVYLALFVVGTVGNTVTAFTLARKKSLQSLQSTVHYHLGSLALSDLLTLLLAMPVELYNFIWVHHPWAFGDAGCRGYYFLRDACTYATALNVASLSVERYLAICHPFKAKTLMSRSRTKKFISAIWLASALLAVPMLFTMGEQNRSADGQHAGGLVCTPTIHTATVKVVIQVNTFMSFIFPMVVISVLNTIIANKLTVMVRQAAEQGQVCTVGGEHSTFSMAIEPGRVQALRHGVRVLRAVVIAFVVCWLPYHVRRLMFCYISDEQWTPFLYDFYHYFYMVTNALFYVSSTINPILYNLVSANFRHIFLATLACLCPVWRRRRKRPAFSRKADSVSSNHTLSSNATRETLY
# Large T inhibition: TAg ATPase/helicase activity blockers – biochemical (AID 1903); SV40 large T antigen ATPase/helicase inhibition assay; higher % means a stronger effect; inhibition, % at 20 µM; hits with a dose series show IC50 in µM; actives 0.39% (n = 310,000); in the data active = a potency from the dose series; also: strong numbers were not always called active
# Lipid droplet: modulators of hepatic lipid droplet formation. AML12 mouse hepatocytes, oleate lipid droplets, BODIPY imaging. inhibition, % at 6.5 µM. actives 0.4% (n = 240,000). AID 1656;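 active = lipid droplet intensity inhibited by at least 50%, with more than 500 cells counted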
#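 Material – AML12 mouse liver cells · Also added – oleate loading, 100 µM · Compound dosing – 6.5 µM single-point dosing · Times – overnight treatment with compound plus oleate · Measured by – fluorescence imaging, 20x objective, two fields per well · Read-out – percent inhibition of filter-corrected integrated lipid droplet intensity per well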
# GPR55 LPI antagonism: inhibition of LPI-stimulated GPR55 beta-arrestin translocation – imaging, U2OS, beta-arrestin-GFP, LPI agonist, primary screen (AID 2013). U2OS GPR55 beta-arrestin-GFP translocation imaging, LPI antagonism; higher % means a stronger effect. one-dose inhibition, % at 10 µM; IC50 in µM for titrated hits. actives 0.13% (n = 290,000);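 active = spots per cell inhibited over 60%, with over 100 cells counted and total cytoplasm intensity under 500,000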;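 also: U2OS cells stably carrying GPR55 and arrestin-GFP stimulated by 5 µM LPI near EC80; imaged beta-arrestin-GFP aggregate spots per cell after agonist stimulation; plate controls were LPI-stimulated DMSO wells for no effect and DMSO wells without LPI for full effect; some results filed as inactive read as strong as hits; confirmed hits need IC50 under 10 µM and bright autofluorescent wells are also inconclusive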
# T cell HTS: T cell immune modulators affecting CD8 T cell-vesicle binding. 2C CD8+ T cell-vesicle binding, flow cytometry; active compounds read low. calls only at 7 µM. actives 0.068% (n = 330,000);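 active = response, share of CD8 T cells binding vesicles, and their 90th percentile fluorescence all below set limits, cut at about 80% in these data, passing the limit was not always enough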
#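 Test system: purified 2C TCR transgenic mouse naive CD8+ T cells. Probe or stimulus: QL9-peptide-loaded Drosophila micro-vesicles bearing Ld, ICAM-1 and B7-1. Incubation: binding step 1.5 h, 37 °C, antibody labelling 20 min, ice. Measured by: flow cytometry of vesicle-bound cells.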
# LYP inhibition: inhibitors of LYP phosphatase, biochemical, fluorescence intensity, uHTS (AID 1779); recombinant LYP phosphatase, fluorescence intensity; higher % means a stronger effect; inhibition, % at 11.5 µM; hits with a dose series show IC50 in µM; actives 0.054% (n = 290,000); in the data active = inhibition above about 50%;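 also: plate controls were vehicle with enzyme for no effect and no enzyme for full effect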
# Lipid droplet cells 6.5 µM: further read-out of Lipid droplet, marked with its call; cell count; measured here: cell count, cytotoxicity flag;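 cells counted across two imaged fields per well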
# T cell HTS vesicle-bound %: further read-out of T cell HTS, marked with its call; double positive events, %; measured here: CD8+ vesicle-bound cell fraction;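 binding gate set so that unloaded-vesicle control wells show 10% double positive cells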
# NTR1 ag cell count 20 µM: also measured in NTR1 ag; calls as there; cell count; measured here: cell count, cytotoxicity flag
# Active calls of the source: *; i = inactive; nt = not tested or not shown; & = joins results of further samples.
SMILES,GPR35 antagonists,MgcRacGAP inhibition,GPR55 activation,NTR1 ag,NTR1 ag cell count 20 µM,Large T inhibition,Lipid droplet,Lipid droplet cells 6.5 µM,GPR55 LPI antagonism,T cell HTS,T cell HTS vesicle-bound %,LYP inhibition
O=C(CCCSc1nnnn1-c1ccccc1)c1ccc(F)cc1,7%,nt,-0.1%,nt,nt,18%,nt,nt,-2%,nt,nt,-5%
COCCn1c(SCC(=O)Nc2cc(C)cc(C)c2)nc2ccccc2c1=O,-3%,6%,-0.3%,0.8,41,7%,-17,728,-7%,i,60,-7%
COc1ccc(Oc2cc(C(F)(F)F)nc(N(C)C)n2)cc1,24%,4%,0.2%,8.3,49,6%,1,650,-2%,i,52,-5%
CCc1cccc(CC)c1NC(=S)NCc1ccc2c(c1)OCO2,-2%,8%,0.1%,3.9,60,6%,-41,705,-1%,i,20,-8%
Cc1ccc(CC(CC(=O)O)C(=O)NCC23CC4CC(CC(C4)C2)C3)cc1 (centres undefined),-6%,2%,-0.3%,-0.1,72,-4%,-8,712,-6%,i,40,3%
O=C(Cn1cnc2cc(Cl)ccc2c1=O)Nc1ccc2c(c1)OCO2,9%,10%,-0.1%,-1.5,45,-3%,nt,nt,7%,i,53,-1%
CCOc1ccc(Cl)cc1/C=N/NC(=O)CNC(=O)c1ccccc1,-6%,7%,0.4%,-1.7,93,13%,25,683,14%,i,51,-1%
Cc1cc(Cl)ccc1OCC(=O)Nc1ccccc1C(=O)N1CCOCC1,-10%,4%,-0.1%,0.5,57,6%,-23,629,3%,i,13,-11%
CCOCCCNC(=O)C(c1ccc(OC)cc1)N(Cc1cccs1)C(=O)c1ccccc1O (centres undefined),-9%,0%,-0.1%,-1.1,95,12%,8,699,10%,i,29,-6%
COc1cc(C(=O)NCC(c2ccco2)N2CCc3ccccc32)cc(OC)c1OC (centres undefined),nt,7%,nt,0.8,34,17%,nt,nt,nt,i,40,nt
Cc1nnc2nc(-c3ccccc3)nc(-c3ccccc3)n12,-2%,8%,-0.1%,2.3,98,7%,22,822,4%,i,28,0%
CCN(CC)CCSc1nc2ccccc2c(=S)n1-c1ccccc1,-6%,nt,0.1%,1.9,43,-10%,3,812,29%,i,59,-3%
CCC(=O)Nc1sc(C(=O)Nc2ccccc2)c(C)c1C(=O)OC,16%,8%,0.2%,0.7,91,4%,-24,659,-2%,i,48,-2%
COC(=O)C(C)n1cnc2c(nnn2-c2cccc(OC)c2)c1=O (centres undefined),11%,0%,0.0%,-0.8,101,17%,-28,784,4%,i,65,1%
O=C(O)Cn1cc(/C=C2\SC(=O)N(c3ccccc3)C2=O)c2ccccc21,-33%,1%,0.2%,0.0,89,9%,9,655,0%,i,45,7%
CCOc1ccc(CN(C)C(=O)CNC(=O)C2CCCCC2)cc1,0%,-4%,-0.1%,-0.2,44,-4%,12,811,13%,i,39,-13%
O=C(CN(C(=O)CCC(=O)Nc1nccs1)c1cccc(F)c1)NCc1ccc(F)cc1,-19%,7%,0.1%,1.3,62,6%,-1,822,18%,i,27,-7%
CN1C(=O)c2oc3ccc(Br)cc3c(=O)c2C1c1ccncc1 (centres undefined),-9%,nt,-0.1%,nt,nt,nt,nt,nt,-3%,nt,nt,1%
Cc1cc(C)nc(NS(=O)(=O)c2ccc(N)cc2)n1,9%,-6%,0.5%,-1.5&0.1,60&43,20%&1%,nt,nt,10%,i,62&25,-2%
Cc1cnc(NC(=O)c2cc3c(C)nn(Cc4ccccc4Cl)c3s2)s1,6%,5%,0.5%,2.7,86,26%,-8,534,-3%,i,41,-12%

# Some of these compounds in order of SMILES length, falling:
SMILES,GPR35 antagonists,MgcRacGAP inhibition,GPR55 activation,NTR1 ag,NTR1 ag cell count 20 µM,Large T inhibition,Lipid droplet,Lipid droplet cells 6.5 µM,GPR55 LPI antagonism,T cell HTS,T cell HTS vesicle-bound %,LYP inhibition
O=C(CN(C(=O)CCC(=O)Nc1nccs1)c1cccc(F)c1)NCc1ccc(F)cc1,-19%,7%,0.1%,1.3,62,6%,-1,822,18%,i,27,-7%
O=C(O)Cn1cc(/C=C2\SC(=O)N(c3ccccc3)C2=O)c2ccccc21,-33%,1%,0.2%,0.0,89,9%,9,655,0%,i,45,7%
COc1cc(C(=O)NCC(c2ccco2)N2CCc3ccccc32)cc(OC)c1OC (centres undefined),nt,7%,nt,0.8,34,17%,nt,nt,nt,i,40,nt
COCCn1c(SCC(=O)Nc2cc(C)cc(C)c2)nc2ccccc2c1=O,-3%,6%,-0.3%,0.8,41,7%,-17,728,-7%,i,60,-7%
Cc1cc(Cl)ccc1OCC(=O)Nc1ccccc1C(=O)N1CCOCC1,-10%,4%,-0.1%,0.5,57,6%,-23,629,3%,i,13,-11%
CCOc1ccc(Cl)cc1/C=N/NC(=O)CNC(=O)c1ccccc1,-6%,7%,0.4%,-1.7,93,13%,25,683,14%,i,51,-1%
CCN(CC)CCSc1nc2ccccc2c(=S)n1-c1ccccc1,-6%,nt,0.1%,1.9,43,-10%,3,812,29%,i,59,-3%
O=C(CCCSc1nnnn1-c1ccccc1)c1ccc(F)cc1,7%,nt,-0.1%,nt,nt,18%,nt,nt,-2%,nt,nt,-5%

# Remaining list, next part
SMILES,GPR35 antagonists,MgcRacGAP inhibition,GPR55 activation,NTR1 ag,NTR1 ag cell count 20 µM,Large T inhibition,Lipid droplet,Lipid droplet cells 6.5 µM,GPR55 LPI antagonism,T cell HTS,T cell HTS vesicle-bound %,LYP inhibition
CC1CN(C(=O)c2ccc(Oc3ccccc3)cc2)CC(C)O1 (centres undefined),-2%,-10%,0.4%,-0.5,66,8%,-2,667,-3%,i,39,-5%
Cc1ccccc1C(=O)Nc1ccc(N2CCOCC2)nc1,8%,8%,0.2%,-3.2,81,0%,nt,nt,14%,i,38,-5%
O=C1C2C(c3ccccc3)C=CC(c3ccccc3)C2C(=O)N1C1CCCCC1 (centres undefined),-14%,-11%,0.3%,3.6,39,24%,-5,771,-1%,i,33,0%
O=C(N/N=C/c1ccccc1)NC1CCCCC1,3%,-7%,1.2%,0.3,80,14%,-6,606,-10%,i,7,1%
COc1cccc2cc(C(=O)C3=C(O)C(=O)N(c4cc(C)on4)C3c3cccs3)oc12 (centres undefined),-11%,12%,-0.1%,-0.1,60,4%,-4,864,10%,i,5,-3%
COc1ccc(C2=Nn3c(nnc3-c3ccccc3OC)SC2)cc1OC,1%,8%,0.2%,nt,nt,4%,nt,nt,-16%,i,21,-3%
CC(=O)NC(=O)COC(=O)c1ccc2ncsc2c1,-2%,10%,-0.2%,0.2,32,8%,21,687,-6%,i,1,-5%
CS/C(Nc1cc(Cl)ccc1Cl)=C(/C#N)C(=O)c1ccco1,8%,21%,-0.4%,1.2,39,9%,16,777,10%,i,19,-1%
COc1cc(-c2nn3c(-c4cccc(C)c4)nnc3s2)cc(OC)c1OC,-12%,5%,-0.1%,3.4,65,3%,8,734,-4%,i,32,-5%
O=C(Cn1cnc2ccccc2c1=O)c1ccccc1,0%,0%,0.9%,-0.1,59,7%,-6,735,-7%,i,36,-2%
Cc1cccc(CSc2cccc3cccnc23)c1,-4%,8%,0.0%,0.4,34,16%,nt,nt,12%,i,35,-13%
COC(=O)c1ccc(-n2cncn2)c(F)c1,1%,18%,-0.1%,-0.5,53,6%,nt,nt,-8%,i,19,-8%
N#CC[C@H](Cc1ccccc1)N1CC[C@@H](NC(=O)OCc2ccccc2)CCC1=O,17%,7%,0.3%,-0.6,68,21%,-1,790,-2%,i,12,-10%
Cc1ccc(N2C(=O)C(Cl)=C(N3CCOCC3)C2=O)cc1Cl,-4%,17%,0.1%,-1.5,69,28%,-20,618,4%,i,46,2%
Cc1ccc(S(=O)(=O)Nc2ccc3nc(N)sc3c2)cc1,16%,12%,-0.2%,-0.1,76,15%,nt,nt,-11%,i,33,-8%
C/C(=N\NC(=S)Nc1c(C)cccc1C)c1ccc(OC(F)F)cc1,12%,13%,-0.2%,0.2,91,7%,nt,nt,28%,i,38,-1%
O=S(=O)(NCC(c1ccco1)N1CCN(c2ccccc2F)CC1)c1ccccc1 (centres undefined),-7%,14%,0.0%,-0.7,59,20%,12,589,-3%,i,52,-12%
CCCCN(C(=O)Cc1ccc(S(=O)(=O)N2CCOCC2)s1)c1ccccc1,nt,3%,nt,2.5,71,5%,nt,nt,nt,i,43,nt
CCN(C(=O)c1cc2ccccc2o1)C12CC3CC(CC(C3)C1)C2,-7%,nt,0.2%,16,38,13%,-12,684,-6%,i,46,-3%
COc1ccc(C(=O)Nc2ccc(NC(=O)c3ccco3)cc2)cc1,-9%,7%,-0.2%,-0.8,38,8%,2,822,-3%,i,10,2%
O=C(Nc1cccc(S(=O)(=O)N2CCCCC2)c1)c1ccc2c(=O)n3c(nc2c1)CCCCC3,-23%,5%,-0.3%,43*,36*,10%,-16,646,-10%,i,44,10%
CN(C)C(=S)NC1(C)CCS(=O)(=O)C1 (centres undefined),10%,8%,0.3%,0.3,52,7%,nt,nt,9%,i,42,-10%
Cc1ccc2nc(C)cc(N3CCOCC3)c2c1,6%,16%,-0.2%,1.5,35,4%,16,725,-9%,i,18,5%
COc1ccc(OC)c(S(=O)(=O)NCCCN2CCCC2=O)c1,-17%,10%,0.9%,-0.2,55,8%,-27,832,4%,i,18,-6%
CCOC(=O)N1CCC(NS(=O)(=O)c2ccc(NC(C)=O)c(Cl)c2)CC1,8%,nt,-0.2%,0.9,57,10%,-5,671,-7%,i,11,-8%
COc1ccc(N/C(N)=N/c2nc(C)cc(C)n2)c(OC)c1,6%,11%,-0.1%,1.4,47,0%,-10,683,-4%,i,56,-6%
COc1cc(-c2nnc(SC(C)C(=O)Nc3c(C)n(C)n(-c4ccccc4)c3=O)o2)cc(OC)c1OC (centres undefined),-18%,3%,0.3%,1.1,69,16%,7,807,11%,nt,nt,-10%
O=C(CCCn1c(=O)[nH]c2cc(Cl)ccc2c1=O)NC1CCCCCCC1,8%,5%,-0.1%,0.4,79,7%,2,723,-4%,i,35,-1%
O=C(Nc1ccccc1[N+](=O)[O-])c1nc[nH]c1C(=O)NCCO,14%,7%,-0.1%,1.3,74,6%,nt,nt,-13%,i,50,-10%

# Screening results deposited in PubChem by several laboratories.
